CHRM4 agonist: agonists of human muscarinic M4 receptor (CHRM4); P08173; CHO-K1 hM4/Gqi5, Fluo-8 calcium fluorescence; vehicle 0%, full acetylcholine response 100%; activation, % at 3 µM; 360,000 compounds, 0.14% hits; AID 624127;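 active = activation above the run mean over all test wells plus 3 SD, cut at about 32% in these data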;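 note: peak over basal fluorescence ratio per well then scaled between controls; 0% = DMSO wells and 100% = acetylcholine at EC100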
Target sequence (P08173 whole entry, looked up): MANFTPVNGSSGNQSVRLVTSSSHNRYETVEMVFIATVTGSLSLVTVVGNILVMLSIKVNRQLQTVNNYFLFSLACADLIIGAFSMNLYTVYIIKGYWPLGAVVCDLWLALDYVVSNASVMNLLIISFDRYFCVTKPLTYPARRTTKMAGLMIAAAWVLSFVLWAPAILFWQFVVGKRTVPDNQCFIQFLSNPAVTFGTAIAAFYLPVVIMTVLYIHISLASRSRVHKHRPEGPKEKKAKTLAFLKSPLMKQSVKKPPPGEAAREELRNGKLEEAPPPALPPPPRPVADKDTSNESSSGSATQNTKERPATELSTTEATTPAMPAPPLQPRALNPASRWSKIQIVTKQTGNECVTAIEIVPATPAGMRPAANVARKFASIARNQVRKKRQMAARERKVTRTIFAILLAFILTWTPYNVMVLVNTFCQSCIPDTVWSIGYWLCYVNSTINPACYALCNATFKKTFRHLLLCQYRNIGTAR
CHRM5 agonist: CHRM5 agonism in calcium assay. CHO-K1 hM5 cells, Fluo-8 calcium fluorescence; 0% DMSO wells, 100% maximal acetylcholine response. activation, % at 3 µM. 360,000 compounds, 0.19% hits. AID 624037;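 active = activation above the run's mean over test compounds plus 3 SD, cut at about 23% in these data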;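 note: signal is peak over basal fluorescence ratio across the kinetic read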
Target sequence (P08912 whole entry, looked up): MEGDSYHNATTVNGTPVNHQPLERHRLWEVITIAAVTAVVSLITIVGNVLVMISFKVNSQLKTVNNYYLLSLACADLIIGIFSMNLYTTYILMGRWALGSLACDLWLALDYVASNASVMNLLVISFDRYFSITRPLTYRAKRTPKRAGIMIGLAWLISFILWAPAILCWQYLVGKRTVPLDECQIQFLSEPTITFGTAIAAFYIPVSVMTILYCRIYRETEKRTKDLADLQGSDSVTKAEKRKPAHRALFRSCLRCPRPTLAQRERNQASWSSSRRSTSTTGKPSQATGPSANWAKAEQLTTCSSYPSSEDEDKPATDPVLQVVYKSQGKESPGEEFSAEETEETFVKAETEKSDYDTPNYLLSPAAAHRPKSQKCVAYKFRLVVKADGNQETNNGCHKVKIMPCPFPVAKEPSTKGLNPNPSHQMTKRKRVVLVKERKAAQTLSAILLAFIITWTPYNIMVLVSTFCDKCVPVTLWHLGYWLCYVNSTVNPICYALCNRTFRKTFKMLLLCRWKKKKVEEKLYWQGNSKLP
CRFR2-BP antag: blocks CRF-induced signaling of the CRF-BP/CRF-R2 complex | inhibition, % at 11.8 µM | 350,000 compounds, 0.59% hits | HEK293 CRF-R2/CRF-BP, CRF-induced calcium fluorescence;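 active = inhibition of the ligand-induced calcium signal above about 50% at the single tested concentration, limit read from the data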
CHRM5 PAM: CHRM5 positive allosteric modulation; CHO-K1 hM5, Fluo-8 calcium, ACh EC20 PAM; 0% = ACh EC20, 100% = ACh EC100; P08912; activation, % at 3 µM; 360,000 compounds, 0.3% hits;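 active = activation above the run cutoff, the mean activation of all test compounds plus 3 SD, cut at about 18% in these data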
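Assay system: CHO-K1 hM5 cells. Also added: acetylcholine at EC20 concentration, added after compound. Dosing: 3 µM, single dose. Times: compound preincubation 140 s before EC20 acetylcholine addition. Signal: Fluo-8 calcium fluorescence. Measure: % activation relative to EC20 and EC100 ACh responses. Repeats: singlicate, one well per test compound.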
CHRM5 antagonist: blocks acetylcholine activation of human M5 receptor; P08912; CHO-hM5 cells, Fluo-8 calcium fluorescence, ACh EC80; 360,000 compounds, 0.59% hits; inhibition, % at 3 µM;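 active = inhibition above a per-plate cutoff, the mean of that plate's test compounds plus 3 SD, cut at about 27% in these data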;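 note: 0% = acetylcholine EC80 with DMSO and 100% = DMSO without agonist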
IDE inh: cellular human IDE inhibition | inhibition, % at 5.59 µM | HEK cells, FAbetaB cleavage, fluorescence polarization | 320,000 compounds, 0.41% hits;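 active = percent inhibition above the average of all tested compounds plus 3 SD, set per screening campaign, cut at about 16% in these data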;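 note: IDE supplied by intact live HEK cells; FP after avidin binding of uncleaved biotin substrate so inhibition keeps polarization high; 0% = DMSO wells and 100% = 60 µM reference IDE inhibitor Ii1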
CRFR2-BP ag: CRF-BP/CRF-R2 complex agonism; 350,000 compounds, 0.46% hits; HEK293 CRF-R2/CRF-BP, calcium dye fluorescence (FLIPR); percent of saturating CRF peptide response; AID 588473; activation, % at 13.2 µM;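 active = activation of at least 50%, plus an integration ratio under a set limit after plate pattern correction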;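 note: plate controls were neutral control wells without compound for no effect and CRF at EC100 for full effect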
M4 PAM: CHRM4 positive allosteric modulation; P08173; CHO-K1 hM4/Gqi5, Fluo-8 calcium fluorescence, ACh EC20; 0% = ACh EC20, 100% = maximal ACh; activation, % at 3 µM; 360,000 compounds, 0.4% hits; AID 624126;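 active = activation above its plate's cutoff, the mean activation of sample wells plus 3 SD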; note: some results filed as inactive read as strong as hits
M4 antag: blocks acetylcholine activation of human M4 receptor; 360,000 compounds, 0.73% hits; inhibition, % at 3 µM; CHO-hM4 cells, ACh EC80, Fluo-8 calcium fluorescence; P08173;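 active = inhibition above its plate's cutoff, the mean inhibition of sample wells plus 3 SD, cut at about 27% in these data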;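 note: 0% = acetylcholine EC80 with DMSO and 100% = DMSO without agonist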
* marks the source's active call; other numbers are inactive results; · = no result given. A portion of the library; rates above refer to the full screens.

Values run as follows: CHRM4 agonist	CHRM5 agonist	CRFR2-BP antag	CHRM5 PAM	CHRM5 antagonist	IDE inh	CRFR2-BP ag	M4 PAM	M4 antag
Cc1[nH]c2ccccc2c1C(=O)C(=O)N1CCC2(CC1)OCCO2
  -0.5	-4.5	20.1	3.7	8.0	-6.6	-2.1	14.0	1.6
C=CCn1c(O)c(C(C)=NCc2cc(OC)cc(OC)c2)c(=O)[nH]c1=O
  4.5	3.1	-17.6	-1.0	-5.7	-0.1	-0.1	-2.9	-3.7
CN(CC#CCN1CCCC1)C(=O)c1cccc(Cl)c1
  0.8	9.0	0.5	3.6	9.4	4.5	1.5	5.8	7.5
COc1ccc(CCNCc2ccncc2)cc1
  0.2	-0.2	0.0	6.3	-2.1	-1.8	3.3	4.5	-0.9
CCC(C)N1C(=O)/C(=C\c2cc3c4c(c2)CCCN4CCC3)C(=O)NC1=S (stereo not drawn)
  -0.4	-0.5	2.3	-6.6	0.8	10.5	0.5	-1.1	13.9
CC(=O)c1ccc(NC(=O)N2C[C@H]3C[C@@H](C2)c2cccc(=O)n2C3)cc1
  0.3	1.6	3.4	-1.8	4.3	-1.7	-1.6	3.2	-0.3
COc1cccc(Oc2coc3cc(OC(=O)N(C)C)ccc3c2=O)c1
  4.3	-0.8	2.0	-0.5	0.9	4.8	0.6	2.1	-1.8
COc1ccc(C2(c3cccc(O)c3OC)CCN(C(C)=O)CC2)cc1O
  -0.3	2.2	-1.4	0.8	6.6	3.0	-1.0	4.7	-4.6
CCn1cc(C(=O)c2cccs2)c2ccccc21
  1.5	-1.9	23.9	-5.1	1.7	2.6	1.0	0.2	10.8
CCOc1ccccc1CN1C2CCC1CC(c1ccc(C)cc1)C2 (stereo not drawn)
  7.8	0.9	-30.6	-3.9	7.1	5.4	10.6	-15.4	6.8
CCOC(=O)C1(CCOc2ccccc2)CCN(Cc2cccc(O)c2)CC1
  10.4	-6.8	-4.9	-17.8	33.1*	0.5	-0.7	-14.9	5.5
CCC(=NCc1cccnc1)c1c(O)n(-c2ccc(C)cc2)c(=O)[nH]c1=O
  0.9	2.4	-4.3	4.3	-5.0	-2.4	0.8	0.7	-6.6
Cc1ccc(C)c(C2(O)CC(C)N(C)CC2C)c1 (stereo not drawn)
  0.3	-10.6	-12.7	0.8	-6.0	0.4	1.0	1.8	4.0
c1ccc2c(N3CCNCC3)nsc2c1
  5.7	-4.4	-6.7	-0.9	7.4	3.9	-0.4	-5.3	-1.3
COc1cc(C2c3cc4c(c(O)c3CC3COC(=O)C32)OCO4)cc(OC)c1OC (stereo not drawn)
  13.2	9.9	-17.4	-15.6	1.2	·	0.4	-6.5	-3.9
Cc1ccc(/C=C2\C(=O)NC(=S)N(c3ccccc3F)C2=O)s1
  1.7	0.7	-64.6	-6.4	12.9	9.4	0.5	3.1	9.2
COc1ccc(C(=O)C2CCCN(Cc3cccc(C)n3)C2)c(OC)c1 (stereo not drawn)
  2.7	-9.7	9.0	-7.8	8.0	1.7	-0.9	-28.0	2.7
COC(=O)C1=C(c2cccc(NC(C)=O)c2)C[C@@H]2CC[C@H]1N2C
  0.1	0.2	-1.4	5.0	6.6	2.1	1.5	-3.0	-3.4
CN(C)C(=O)Oc1ccc2c(=O)c(Oc3ccccc3Br)coc2c1
  14.7	2.1	-2.5	-8.6	14.9	-3.2	0.1	-6.9	8.8
Cc1ccc(OC(=O)N(C)C[C@@H]2OCc3cnnn3CCCC(=O)N([C@@H](C)CO)C[C@H]2C)cc1
  0.8	-0.1	-8.2	1.6	7.1	·	0.0	0.2	6.0
C[C@@H]1CN([C@H](C)CO)C(=O)CCCn2nncc2CO[C@H]1CN(C)C(=O)Oc1cccc2ccccc12
  1.2	-0.3	-5.7	2.2	-5.1	·	0.7	0.3	-8.7
COc1ccccc1/C=N/N=C(/N)N[N+](=O)[O-]
  -0.4	1.1	41.1	4.2	-3.0	-6.5	-1.5	3.9	2.8
COc1ccc(-n2c(C)cc(C(=O)C[N+]34CCN(CC3)CC4)c2C)cc1
  15.8	-1.3	12.7	-12.4	16.8	-6.1	0.3	-9.1	4.8
CC(C)Cc1nnc(NC(=O)CCC(=O)N2CCN(CCOC(c3ccccc3)c3ccccc3)CC2)s1
  0.4	-6.8	7.3	1.9	-4.5	3.8	3.0	-1.9	-6.1
O=C(C1CC(=O)N(C2CCCCC2)C1)N1CCC2(CC1)OCCO2 (stereo not drawn)
  0.9	-2.0	-4.9	2.1	-3.0	-1.3	0.2	4.9	1.7
CCOC(=O)c1cc(C)sc1/N=C/C1C(=O)NC(=S)NC1=O
  1.3	0.1	13.7	9.6	-0.7	9.1	3.9	17.6	-12.9
C[C@]12CCC(=O)C=C1C=CC1C2CC[C@@]2(C)C1CC[C@@H]2O (stereo partly drawn)
  1.2	0.0	7.2	-1.4	15.5	·	3.8	-0.9	-7.7
COc1ccc(OCC(=O)N2CCN(C3CCC(c4ccccc4)CC3)CC2)cc1 (stereo not drawn)
  2.3	-8.2	18.0	2.4	-2.7	4.7	1.5	-3.3	1.3
COC(=O)C1=C(c2ccc(F)cc2OCc2ccccc2)C[C@@H]2CC[C@H]1N2C(=O)NC1Cc2ccccc2C1
  1.0	-5.7	17.3	-10.2	10.6	0.7	3.8	-11.7	-5.3
C1=NCCc2c1[nH]c1ccccc21
  0.9	-15.5	-4.0	-5.2	14.6	-1.5	1.5	4.7	-0.8
CCN1CCN(c2cc(=O)n3ccccc3n2)CC1
  1.6	-1.3	0.5	-2.6	4.5	-2.6	0.1	4.2	-14.7
O=c1[nH]c(=S)n(-c2ccccc2)c(O)c1C=NCc1ccccn1
  0.6	-3.5	-0.1	-6.0	10.8	3.4	-1.6	0.0	7.7
O=C(N/N=C/c1c(O)n(Cc2ccc(F)cc2)c(=O)[nH]c1=O)c1ccccc1O
  0.0	0.6	21.1	-2.3	-2.3	0.5	-0.9	4.2	-4.0
Cc1cccc(C)c1-n1nnnc1C(c1ccnc2ccccc12)N1CCC2(CC1)C(=O)NCN2c1ccccc1 (stereo not drawn)
  13.3	3.9	·	-9.7	11.8	·	·	-3.5	-0.4
O=C(NCC1=C(c2ccc3ccccc3c2)C[C@@H]2CC[C@H]1N2Cc1ccco1)c1ccc([N+](=O)[O-])cc1
  9.4	-3.3	-11.3	-6.0	11.1	·	-2.1	-13.8	4.5
CN(C)C(=Nc1ccccc1)P(=S)(N(C)C)N(C)C
  -1.3	-0.5	-27.9	3.1	-0.3	1.3	2.9	-11.2	6.2
COC(=O)C1=C(c2cc3ccccc3s2)C[C@@H]2CC[C@H]1N2C(=O)NCCS(C)=O (stereo partly drawn)
  0.0	-3.0	1.1	7.5	1.1	6.0	-2.2	-1.2	3.8
C=CCn1cc(C=C2C(=O)N(C)C(=O)N(C)C2=O)c2ccccc21
  11.9	-1.3	-35.5	-5.1	14.1	-4.4	15.6	-9.9	5.5
COc1cc([C@H]2OC[C@H]3[C@@H]2CO[C@@H]3c2cc(OC)c(O[C@@H]3O[C@H](CO)[C@@H](O)[C@H](O)[C@H]3O)c(OC)c2)cc(OC)c1O[C@H]1O[C@@H](CO)[C@H](O)[C@@H](O)[C@@H]1O
  0.4	4.5	2.5	0.3	8.4	2.3	0.2	6.0	-0.7
C[C@]12CC[C@@H](O)C[C@H]1CC[C@@H]1[C@@H]2CC[C@]2(C)C(=O)CC[C@@H]12
  1.5	0.4	-25.3	-5.6	-1.9	1.9	-0.3	3.5	-3.1

Carrying on.
structure	CHRM4 agonist	CHRM5 agonist	CRFR2-BP antag	CHRM5 PAM	CHRM5 antagonist	IDE inh	CRFR2-BP ag	M4 PAM	M4 antag
O=P(Oc1ccc(Cl)cc1)(N1CC1)N1CC1	0.8	5.1	-5.7	6.3	-4.8	·	-2.1	1.3	-12.8
CCCC(C)(COC(N)=O)COC(=O)NC(C)C (stereo not drawn)	0.0	-0.5	-1.2	3.6	-2.0	2.8	-0.7	1.5	7.5
CCC(c1nnnn1-c1ccc2c(c1)OCCO2)N1CCC2(CC1)C(=O)NCN2c1ccccc1 (stereo not drawn)	12.8	3.5	·	-8.0	6.8	·	·	-7.7	-0.4
COc1ccc2c(c1)NP(=S)(Oc1ccccc1)N2 (stereo not drawn)	0.7	-0.6	10.5	-3.8	10.6	-3.9	1.6	-0.6	-4.9
O=C(Cc1ccccc1)N1CCN(C2CCCC2)CC1	0.5	-12.1	8.4	-0.8	6.8	-2.3	0.3	0.3	-2.1
O=c1[nH]c(=S)[nH]c(O)c1/C=N/N1CCOCC1	0.7	-1.3	-12.9	3.7	3.2	-1.6	1.7	3.1	-8.6
O=c1[nH]c(=O)n(CCC2=CCCCC2)c(O)c1C=Nc1cccc(F)c1	0.3	-2.1	-22.8	1.5	-2.5	-6.2	2.0	7.8	-1.4
O=[N+]([O-])c1ccc(N2CCNCC2)cc1NCc1ccco1	1.3	-6.6	24.3	1.4	-5.5	-4.4	-2.2	10.3	-10.1
NNC(=O)c1nc[nH]c1C(=O)Nc1ccc(Cl)cc1C(=O)c1ccccc1	0.5	6.1	-16.9	2.2	-1.1	·	0.7	-0.7	11.0

Part of the list above in order of molecular weight, lowest first.
structure	CHRM4 agonist	CHRM5 agonist	CRFR2-BP antag	CHRM5 PAM	CHRM5 antagonist	IDE inh	CRFR2-BP ag	M4 PAM	M4 antag
O=P(Oc1ccc(Cl)cc1)(N1CC1)N1CC1	0.8	5.1	-5.7	6.3	-4.8	·	-2.1	1.3	-12.8
O=C(Cc1ccccc1)N1CCN(C2CCCC2)CC1	0.5	-12.1	8.4	-0.8	6.8	-2.3	0.3	0.3	-2.1
O=[N+]([O-])c1ccc(N2CCNCC2)cc1NCc1ccco1	1.3	-6.6	24.3	1.4	-5.5	-4.4	-2.2	10.3	-10.1
CCC(c1nnnn1-c1ccc2c(c1)OCCO2)N1CCC2(CC1)C(=O)NCN2c1ccccc1 (stereo not drawn)	12.8	3.5	·	-8.0	6.8	·	·	-7.7	-0.4

Compound activity from PubChem BioAssay.
